# Assay outcomes as filed in PubChem.
# PAFAH1B3 FP inh = blocks human PAF acetylhydrolase 1B catalytic subunit 3. 340,000 compounds, 0.28% hits. inhibition, % at 3.39 µM. recombinant PAFAH1B3, FP-rhodamine probe, fluorescence polarization. Q15102. AID 492972;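 active = inhibition above the screen-wide average of all tested compounds plus 3 SD, cut at about 25% in these data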;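 also: 0% = enzyme with DMSO only and 100% = wells lacking PAFAH1B3 protein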
# Target sequence (Q15102 whole entry, looked up): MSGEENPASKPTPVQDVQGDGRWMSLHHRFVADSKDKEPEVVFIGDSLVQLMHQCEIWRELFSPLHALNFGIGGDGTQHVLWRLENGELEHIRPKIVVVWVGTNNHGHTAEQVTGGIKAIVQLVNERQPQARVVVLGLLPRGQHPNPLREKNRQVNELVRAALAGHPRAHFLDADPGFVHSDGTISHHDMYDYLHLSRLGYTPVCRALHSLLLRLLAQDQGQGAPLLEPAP
# PAD4 inh = blocks human protein arginine deiminase 4. recombinant PAD4, RCA probe fluorescence polarization. 330,000 compounds, 0.41% hits. Q9UM07. inhibition, % at 6.36 µM;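 active = percent inhibition above a cutoff equal to the mean of all tested compounds plus 3 SD, cut at about 15% in these data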;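 also: 0% = PAD4 with RCA probe and DMSO and 100% = probe without PAD4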
# GSTO1 inh = counter-screen for RBBP9 inhibitors: inhibitors of human GSTO1; P78417; 300,000 compounds, 1.1% hits; recombinant GSTO1, activity-based probe fluorescence polarization; inhibition, % at 5.96 µM; AID 1974;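 active = inhibition above the campaign mean inhibition plus 3 SD, cut at about 35% in these data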;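 also: 0% = GSTO1-1 with DMSO and 100% = wells lacking GSTO1-1 enzyme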
# Target sequence (P78417 whole entry, looked up): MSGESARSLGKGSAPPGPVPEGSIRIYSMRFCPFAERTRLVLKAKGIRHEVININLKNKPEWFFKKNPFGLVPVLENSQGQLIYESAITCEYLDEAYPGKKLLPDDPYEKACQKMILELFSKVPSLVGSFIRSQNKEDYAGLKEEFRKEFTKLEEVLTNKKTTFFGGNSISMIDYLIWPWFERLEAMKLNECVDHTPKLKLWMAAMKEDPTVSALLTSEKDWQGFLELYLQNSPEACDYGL
# PAFAH1B2 inh = PAFAH1B2 (human) inhibition. recombinant PAFAH1B2, FP-rhodamine activity probe, fluorescence polarization. inhibition, % at 3.39 µM. 340,000 compounds, 1.2% hits. AID 492953. P68402;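 active = inhibition above the mean of all tested compounds plus 3 SD, cut at about 24% in these data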;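 also: 0% = enzyme with DMSO and 100% = wells lacking PAFAH1B2; many of its hits are not listed in these tables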
# Target sequence (P68402 whole entry, looked up): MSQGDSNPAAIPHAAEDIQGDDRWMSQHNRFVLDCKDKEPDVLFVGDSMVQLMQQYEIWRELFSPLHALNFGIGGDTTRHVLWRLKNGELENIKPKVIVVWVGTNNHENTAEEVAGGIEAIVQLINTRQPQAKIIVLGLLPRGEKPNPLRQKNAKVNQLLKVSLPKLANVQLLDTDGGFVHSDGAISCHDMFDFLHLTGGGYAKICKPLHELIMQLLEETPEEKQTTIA
# LYPLA1 counter = LYPLA1 (human) inhibition in PME1 counter-screen. recombinant LYPLA1, FP-Rh probe fluorescence polarization. AID 2174. inhibition, % at 5.9 µM. 320,000 compounds, 0.16% hits. O75608;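 active = inhibition above the mean of all tested compounds plus 3 SD, set per campaign, cut at about 14% in these data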;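 also: inhibitors block serine hydrolase probe labeling of LYPLA1 so polarization falls; 0% = enzyme with DMSO and 100% = wells lacking LYPLA1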
# Target sequence (O75608 whole entry, looked up): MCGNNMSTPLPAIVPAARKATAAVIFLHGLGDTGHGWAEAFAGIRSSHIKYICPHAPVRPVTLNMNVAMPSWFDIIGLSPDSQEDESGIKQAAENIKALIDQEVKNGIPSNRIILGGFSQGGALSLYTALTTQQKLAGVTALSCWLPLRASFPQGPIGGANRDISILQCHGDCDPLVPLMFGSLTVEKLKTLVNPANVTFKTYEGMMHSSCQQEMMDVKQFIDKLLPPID
# Fam108B counter = Fam108B inhibition, counter-screen for RBBP9 inhibitors; recombinant Fam108B, FP-Rh probe fluorescence polarization; inhibition, % at 9.51 µM; 300,000 compounds, 0.33% hits;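 active = inhibition above the screen mean inhibition plus 3 SD, computed separately per campaign, cut at about 18% in these data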;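 also: inhibitors lower polarization as less probe binds the enzyme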
# pPAFAH FP inh = inhibitors of human plasma PAF acetylhydrolase (pPAFAH). inhibition, % at 3.39 µM. 330,000 compounds, 1.5% hits. Q13093. recombinant pPAFAH, FP-rhodamine probe fluorescence polarization;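 active = inhibition above the mean inhibition across the screen plus 3 SD, cut at about 25% in these data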;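 also: inhibitors block binding of the rhodamine activity-based probe so polarization drops; 0% = enzyme with DMSO and 100% = wells lacking pPAFAH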
# PME-1 primary = PME-1 (human) inhibition; recombinant PME-1, FP-Rh probe fluorescence polarization; inhibition, % at 5.9 µM; 320,000 compounds, 0.53% hits;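 active = inhibition above the campaign mean of all compounds plus 3 SD, cut at about 26% in these data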;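 also: competitive labeling of PME-1 active site by serine hydrolase directed probe; 0% = PME-1 with DMSO and 100% = wells lacking PME-1 enzyme; inhibitors block probe labeling so polarization falls and inhibition rises; many of its hits are not listed in these tables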
# PAFAH2 FP inh = PAFAH2 (human) inhibition; recombinant PAFAH2, FP-rhodamine activity probe, fluorescence polarization; inhibition, % at 3.39 µM; 340,000 compounds, 0.99% hits;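 active = inhibition above the mean over all tested compounds plus 3 SD, cut at about 30% in these data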;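 also: inhibitors block probe labeling of enzyme so polarization drops; 0% = enzyme with DMSO and 100% = wells lacking PAFAH2 protein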
# The depositor's hits bear a star; . = not tested or not shown. The list is partial; the hit share may differ from the screen's.
# Each structure is followed by: PAFAH1B3 FP inh	PAD4 inh	GSTO1 inh	PAFAH1B2 inh	LYPLA1 counter	Fam108B counter	pPAFAH FP inh	PME-1 primary	PAFAH2 FP inh
> COC(=O)c1ccc2c(c1)C(C)(C)C(/C=C/c1ccc(OC)c(OC)c1OC)=[N+]2C
→ -11.9	-125.5	-53.0	-11.3	-91.2	-13.0	-156.7	-178.4	-10.5
> CCc1ccc(NC(=O)N(CCOC)C2CCN(C(C)=O)CC2)cc1
→ -1.4	-0.7	-2.6	-1.8	-0.6	-1.0	0.9	-0.2	-4.7
> COc1ccc(CNC(=O)C(C#N)c2nc3ccccc3nc2N2CCN(C)CC2)cc1 (centres undefined)
→ 5.8	-1.8	4.7	1.7	-0.4	5.3	18.6	6.8	6.5
> CC(NC(=O)c1ccco1)c1nc(-c2ccccc2)no1 (centres undefined)
→ 4.7	3.9	1.8	4.5	5.6	2.9	3.9	2.4	5.3
> O=C(NCc1ccccc1Cl)c1cc2c(s1)CS(=O)(=O)C2
→ 3.8	-7.6	-4.0	-2.4	-7.2	-5.7	18.5	-8.2	-2.1
> CC(C)c1ccc(/C=N/NC(=O)c2cc(-c3cccc([N+](=O)[O-])c3)n[nH]2)cc1
→ 12.4	-2.9	10.0	3.3	-3.0	-5.2	10.1	-8.7	-0.4
> COc1ccccc1NC(=O)CC1SC(=N)N(c2ccccc2)C1=O (centres undefined)
→ -6.3	-1.3	-2.9	1.3	4.2	-2.8	4.5	-3.7	-6.4
> CC/C(C)=N\NC(=O)CNC(=O)c1ccc(Cl)cc1Cl
→ -0.7	-2.4	14.3	0.5	-3.3	-0.5	-5.0	-5.6	-3.8
> O=C(N=Nc1c(O)[nH]c2ccccc12)c1ccccc1NS(=O)(=O)c1cccs1
→ 3.2	-1.6	-67.8	-3.5	-2.0	12.6	9.0	3.4	10.8
> CC(=O)OCCN1C(=O)c2cccc3cc([N+](=O)[O-])cc(c23)C1=O
→ .	0.0	4.1	.	-2.5	-3.3	3.9	-0.1	.
> CCOC(=O)C1=C(C)Nc2sc(C(=O)c3ccc(OC)cc3)c(N)c2C1c1ccc(C(=O)OC)cc1 (centres undefined)
→ 5.2	-3.7	-28.7	-3.1	-0.2	7.5	-9.5	-9.1	-14.4
> COc1ccc(NC(=O)CN(C)C(=O)CNC(=O)c2ccc3c(c2)OCO3)cc1
→ 4.6	-4.0	-2.8	0.5	2.8	0.3	2.5	2.8	4.4
> CC(C(=O)N1CCCCCC1)N(c1ccc(Cl)cc1)S(C)(=O)=O (centres undefined)
→ 4.9	0.0	-1.1	1.9	-0.9	-0.7	5.8	0.6	7.4
> CC(=O)c1csc(-c2ccccc2)n1
→ -1.0	0.3	6.8	-1.0	2.1	-0.1	2.2	3.0	-3.3
> Cc1occc1C(=O)NC1CCCc2ccccc21 (centres undefined)
→ 3.2	-0.7	2.5	5.5	0.1	2.8	0.3	-1.6	-2.3
> COc1ccccc1NS(=O)(=O)c1ccc(C(=O)NCc2ccco2)cc1
→ 5.3	-1.3	.	4.5	.	.	-1.6	.	5.9
> O=C(c1ccc(-c2cccc(Cl)c2)o1)N1CCN(c2ccc([N+](=O)[O-])cc2)CC1
→ -2.0	-0.8	4.6	-3.0	2.3	-1.1	-1.2	-5.2	-13.8
> O=[N+]([O-])c1ccc(S(=O)(=O)Nc2ncccn2)cc1
→ 10.8	-3.6	-6.4	-1.7	-1.3	-3.9	-0.3	-11.2	2.5
> CCCCOC(=O)c1cc(C)nc2ccc(Br)cc12
→ -6.1	-4.8	1.1	2.5	-0.2	-2.3	-2.9	-7.4	1.4
> CC(=O)Oc1ccc(-c2ccc(C(=O)OCC(=O)N(C)CC(=O)Nc3ccccc3Cl)cc2)cc1
→ -1.1	0.3	-6.2	0.1	-3.0	-13.6	6.5	-2.8	3.5
> Cn1c(C(=O)NCc2ccc3c(c2)OCO3)cc2sccc21
→ 7.8	-5.5	-1.0	0.6	0.1	6.6	0.8	1.1	2.5
> Cc1ccc(S(=O)(=O)N2CCN(C(=O)C(C)Cn3nc(C)c(C)c3C)CC2)cc1 (centres undefined)
→ 5.1	4.2	-2.4	7.8	-2.4	1.7	2.6	1.5	-4.0
> COc1cccc(C(=O)Oc2c(Br)cc(Br)cc2/C=N/NC(=O)c2cc(C)[nH]n2)c1
→ 6.6	-4.0	-9.6	7.2	-33.4	-16.6	-6.9	-15.8	-32.0
> CCCc1nnc(NC(=O)CCC(=O)N2CCCCC2)s1
→ 7.0	-0.7	-0.7	6.8	-0.7	4.2	1.2	3.0	-3.5
> CC(C)c1ccc(NC(=O)CCC(=O)NCc2ccco2)cc1
→ 8.2	4.7	4.1	0.7	3.5	0.2	-2.7	0.6	-4.9
> CCOC(=O)CSc1ncnc2c1cnn2-c1ccc(C)cc1
→ -0.3	-0.1	-6.0	-1.8	1.4	4.9	0.6	-2.5	-6.8
> O=C(C1COc2ccccc2O1)N1CCN(c2ccccc2)CC1 (centres undefined)
→ 0.6	4.0	2.2	2.4	0.1	0.3	-3.4	-3.0	-2.9
> C=C(C)CN1C(=O)C2(OCCO2)c2ccccc21
→ 11.0	3.1	-3.0	1.4	0.7	-3.5	-6.4	-10.4	-8.8
> Cc1ccccc1OCC(O)Cn1c(NCc2ccccc2)nc2c1c(=O)[nH]c(=O)n2C (centres undefined)
→ 3.2	-1.3	0.6	8.3	-3.3	3.9	1.8	6.2	-5.0
> Cc1ccc(S(=O)(=O)N(Cc2ccc(F)cc2)C(=O)N2CCN(C)CC2)cc1
→ 10.4	4.8	-5.7	7.3	-1.3	-2.1	13.1	-5.9	0.2
> Cc1cc2c(NCc3ccccc3)ncnc2s1
→ 1.8	-3.2	2.7	-3.5	0.2	3.7	3.9	-1.0	-0.2
> COc1ccccc1CNS(=O)(=O)CC12CCC(CC1=O)C2(C)C (centres undefined)
→ 10.7	2.0	-2.7	3.4	-0.7	-0.4	-8.2	-1.2	-2.2
> CCOC(=O)C(C)C(C)=O (centres undefined)
→ -3.0	-2.1	.	2.5	-0.4	.	0.5	-1.0	5.0
> Cn1cnc([N+](=O)[O-])c1SCC(=O)NN
→ 0.1	5.7	6.5	6.2	0.2	0.3	1.8	1.4	1.8
> O=C(NCC(c1cccs1)N1CCOCC1)c1cn(-c2ccccc2)nc1-c1ccc(Cl)cc1 (centres undefined)
→ -4.7	-2.5	0.1	5.6	-0.8	-12.6	4.3	7.0	-4.3
> CCN(CC)CCNC(=O)CCn1c(=S)[nH]c2cc3c(cc2c1=O)OCO3
→ 7.5	-6.2	7.7	1.7	4.8	-2.4	-6.5	2.3	3.0
> Brc1ccc2ncnc(NCc3ccco3)c2c1
→ 2.6	-4.4	1.5	1.5	2.0	-0.5	4.2	1.0	0.7
> Cc1cc(C)nc(SCCn2c(N(C)Cc3ccccc3)nc3c2c(=O)n(C)c(=O)n3C)n1
→ 4.9	-2.9	9.0	4.2	-3.6	0.5	1.0	-2.2	0.9
> CC(=O)Nc1ccc(C2C(=O)c3ccccc3C2=O)cc1
→ 4.1	-3.1	-5.2	0.6	-0.4	-0.1	2.1	-2.1	2.3
> Cc1ccc(SCCC(=O)NCc2ccco2)cc1
→ -3.6	0.4	7.6	13.0	-1.3	-1.0	3.2	7.0	-6.2
> CN(C(=S)Nc1ccc(Oc2ccccc2)cc1)c1ccc(O)cc1
→ 7.5	25.4*	79.1*	5.2	-11.6	2.4	27.2*	14.1	-9.5
> COc1ccc(NS(=O)(=O)c2cc(C)ccc2NC(=O)c2cc(C)oc2C)cc1
→ 7.8	-7.2	-35.9	-3.3	-20.9	-10.6	-0.4	-18.5	-6.7
> Cc1cc(Cl)c(C)c(S(=O)(=O)Oc2ccccc2NC(=O)CCC(=O)O)c1Cl
→ 4.8	-0.4	.	-4.2	-4.2	.	3.2	3.4	3.4
> CCCCn1c(N)c(N(CC(C)C)C(=O)C2=NN(c3cc(C)ccc3C)C(=O)CC2)c(=O)[nH]c1=O
→ -1.8	-5.5	-1.2	0.4	0.6	0.7	-3.7	3.9	1.6
> COc1ccc(-c2noc(CN(C)C(=O)c3ccco3)n2)cc1
→ 2.9	0.1	-5.2	2.2	-0.1	1.5	2.8	0.1	5.5
> Cc1nc(N)nc(-c2ccccc2O)n1
→ -2.4	-6.7	-2.4	5.9	-1.1	1.2	2.6	-6.7	4.7
> COc1ccc(OC)c(NC(=S)NCCCN2CCOCC2)c1
→ -0.9	0.1	2.3	5.6	0.5	-5.6	-0.8	1.0	2.0
> CCn1c(SCc2nc3ccccc3[nH]2)nnc1-c1cnccn1
→ -2.6	-0.6	9.1	-2.2	4.2	-0.8	1.9	3.1	-0.4
> O=C(CCS(=O)(=O)c1ccc(Cl)cc1)Nc1nc(-c2ccncc2)cs1
→ 7.8	0.9	-2.1	8.2	-3.0	-1.5	-1.9	-4.9	5.9
> C=CCNC(=O)c1oc2ccc(S(=O)(=O)N3CCCCC3)cc2c1C
→ -3.6	-3.1	-6.0	-2.9	0.0	-0.5	5.0	1.2	-2.2

# An excerpt from the list above, for reference:
# Each structure is followed by: PAFAH1B3 FP inh	PAD4 inh	GSTO1 inh	PAFAH1B2 inh	LYPLA1 counter	Fam108B counter	pPAFAH FP inh	PME-1 primary	PAFAH2 FP inh
> COC(=O)c1ccc2c(c1)C(C)(C)C(/C=C/c1ccc(OC)c(OC)c1OC)=[N+]2C
→ -11.9	-125.5	-53.0	-11.3	-91.2	-13.0	-156.7	-178.4	-10.5
> CCc1ccc(NC(=O)N(CCOC)C2CCN(C(C)=O)CC2)cc1
→ -1.4	-0.7	-2.6	-1.8	-0.6	-1.0	0.9	-0.2	-4.7

# Remaining list, next part
# Each structure is followed by: PAFAH1B3 FP inh	PAD4 inh	GSTO1 inh	PAFAH1B2 inh	LYPLA1 counter	Fam108B counter	pPAFAH FP inh	PME-1 primary	PAFAH2 FP inh
> Cc1cn2c(N)c(/C=C3\C=Nc4ccccc43)c(=O)nc2s1
→ 1.9	-6.3	-4.3	-3.5	-4.3	-10.7	-2.1	-23.2	-0.8
> COc1ccc(/C=C/C(=O)Nc2nc(N)n(-c3ccccc3)n2)cc1
→ 3.0	-2.3	5.7	7.6	-1.2	-2.3	1.9	3.5	-7.8
> CCOC(=O)N1CCN(C(=O)COc2cc(C)c(Cl)c(C)c2)CC1
→ 2.0	2.1	2.1	15.6	1.5	-1.5	6.3	-2.7	8.4
> COc1ccc(C(=O)CN2C(=O)NC3(CCCc4ccccc43)C2=O)cc1OC (centres undefined)
→ 9.5	-0.2	-1.2	-1.9	-2.9	-1.3	-1.1	-3.4	0.8
> N#Cc1ccc(C(=O)OCC(=O)Nc2ccc(S(N)(=O)=O)cc2)cc1
→ 9.9	-5.9	-12.0	4.9	-2.4	-1.9	0.9	1.1	1.2
> Nc1ncnc(Nc2cc(C(F)(F)F)cc(C(F)(F)F)c2)n1
→ -3.8	-2.2	0.1	2.4	-1.4	1.0	-3.7	-0.9	-6.4
> C=CCc1cc(Cl)ccc1OCCCNC(C)C
→ 7.3	0.4	7.4	-1.7	-0.6	-2.0	3.8	-1.0	-4.2
> COC(=O)CCCC(=O)N1CCC(n2nccc2NC(=O)CCOc2ccccc2)CC1
→ 3.2	0.8	-1.7	5.4	0.6	0.3	-1.0	-2.4	2.7
> COc1ccc(S(=O)(=O)N2CCC(CN3C(=O)c4cccc5cccc(c45)C3=O)CC2)cc1
→ 1.8	-2.9	-5.3	-3.6	-2.4	-9.4	4.8	10.0	-5.2
> CCOc1ccc(N2C(=O)CC(NCC#N)C2=O)cc1 (centres undefined)
→ 0.2	-1.2	7.4	2.8	-1.4	3.3	5.2	3.4	3.2
